D1 allo mod: D1 CRE-luciferase signal change, two-sided – cell-based, HEK293 D1, dopamine EC30, D1 allosteric modulator project, primary screen; D(1A) dopamine receptor (Homo sapiens), P21728; B-score at 10 µM; 58,000 compounds, 5.9% hits; dopamine EC30 potentiation; actives deviate in either direction; AID 641, 2007;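 active means luminescence count or its row- and column-corrected plate score outside the 99.7% band of the plate's sample wells, on either side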
Target sequence (P21728 whole entry, looked up): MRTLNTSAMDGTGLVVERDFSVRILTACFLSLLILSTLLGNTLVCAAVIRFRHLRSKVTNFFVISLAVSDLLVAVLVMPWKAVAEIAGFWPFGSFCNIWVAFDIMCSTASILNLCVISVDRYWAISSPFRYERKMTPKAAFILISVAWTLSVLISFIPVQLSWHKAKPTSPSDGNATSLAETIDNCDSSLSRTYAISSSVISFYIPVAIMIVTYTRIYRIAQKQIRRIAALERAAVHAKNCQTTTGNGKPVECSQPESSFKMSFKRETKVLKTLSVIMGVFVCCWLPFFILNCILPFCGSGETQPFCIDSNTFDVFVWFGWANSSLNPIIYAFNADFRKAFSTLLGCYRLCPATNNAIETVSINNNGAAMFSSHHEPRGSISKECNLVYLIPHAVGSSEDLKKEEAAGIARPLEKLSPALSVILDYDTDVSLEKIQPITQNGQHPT
Jurkat viability: cytotoxicity toward Jurkat T cells, primary screen, cytotoxicity control, cell-based, Jurkat E6.1, 60K MLSMR library; Jurkat E6.1 viability, ATP luminescence, 48 h; inhibition, % at 4 µM; 56,000 compounds, 1.2% hits; AID 463, 2006;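 active means inhibition above the mean inhibition of all tested compounds plus 3 SD, cut at about 28% in these data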
S1P3 agonist: human S1P3 receptor agonists, primary screen, cell-based, primary and confirmation, NFAT-BLA reporter; AID 373, 2006; S1P3 NFAT-BLA reporter cells, agonism, FRET ratio; relative to 1 µM S1P, basal subtracted; 60,000 compounds, 0.1% hits; activation, % at 4.5 µM; Sphingosine 1-phosphate receptor 3 (Homo sapiens), Q99500;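 active means activation above the screen-wide mean plus 3 SD, cut at about 4.5% in these data, passing the limit was not always enough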; further: some compounds called inactive have numbers as strong as hits
Target sequence (Q99500 whole entry, looked up): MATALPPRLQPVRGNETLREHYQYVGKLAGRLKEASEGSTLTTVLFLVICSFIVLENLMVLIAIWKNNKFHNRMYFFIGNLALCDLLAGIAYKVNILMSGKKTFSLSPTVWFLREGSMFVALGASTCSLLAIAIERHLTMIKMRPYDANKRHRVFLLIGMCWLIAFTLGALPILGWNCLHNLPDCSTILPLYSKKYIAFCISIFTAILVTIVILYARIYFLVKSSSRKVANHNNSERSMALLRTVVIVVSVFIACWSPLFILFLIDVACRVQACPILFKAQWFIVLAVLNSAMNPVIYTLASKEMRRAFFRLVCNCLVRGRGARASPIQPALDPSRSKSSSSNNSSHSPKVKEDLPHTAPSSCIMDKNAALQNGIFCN
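Benchmarks: high control 1 µM S1P / System: stable CHO line with human S1P3, Gα16, NFAT-BLA reporter / Dosing: single compound concentration, 4.5 µM final / Timing: 4 h compound at 37 °C, 2 h substrate at RT / Measured by: FRET β-lactamase substrate fluorescence, excitation 405 nm, 460/535 nm emission ratio, background-subtracted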
M1 antag: antagonists of rat M1 muscarinic receptor | Muscarinic acetylcholine receptor M1 (Rattus norvegicus), P08482 | B-score at 10 µM | 64,000 compounds, 3.4% hits | CHO-M1 cells, Fluo-4 calcium, ACh EC80 antagonist mode; active compounds read low;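 active means calcium fluorescence response, raw or row-and-column corrected B-score, differing from the plate sample mean either way at a set confidence level, mostly lower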
M1 ag: M1 muscarinic receptor agonists, primary screen, CHO-M1 cells, Fluo-4 calcium, agonist mode; Muscarinic acetylcholine receptor M1; Fluo-4 calcium fluorescence; active compounds read high; B-score at 10 µM; 64,000 compounds, 3% hits;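 active means fluorescence rise, raw or as B-score row- and column-corrected plate score, outside the 99.7% band of its plate's samples, either direction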
TNAP act DEA: human TNAP enzyme activators, primary screen, biochemical, luminescent, intermediate phosphate acceptor level | Alkaline phosphatase, tissue-nonspecific isozyme (Homo sapiens), P05186 | purified TNAP, CDP-star luminescence, 100 mM DEA, 30 min; active compounds read high; scale: 0 levamisole-inhibited, 1 vehicle-only enzyme | activation factor at 20 µM | 64,000 tested, under 10 active;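 active means activation factor of at least 2 at 20 µM, relative to controls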
S1P1 ag pot: S1P1 agonists and agonism potentiators, primary screen, cell-based, primary and confirmation screens, CRE-bla reporter; Sphingosine 1-phosphate receptor 1 (Homo sapiens), P21453; S1P1 CRE-bla cells, forskolin, beta-lactamase FRET, potentiator mode; S1P1 agonist co-added at EC20, 2 nM; 100% = saturating reference agonist, 0% = basal; activation, % at 9.5 µM; 56,000 compounds, 0.57% hits;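 active means activation above a cutoff set at the mean activation of all tested compounds plus 3 SD, cut at about 54% in these data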;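 further: forskolin at 4 µM as EC80 and the EC20 agonist is SEW2871; 100% = SEW2871 at its EC100 plus forskolin at EC80; some compounds past the cut are filed as inactive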
Ec RNAP inh: E. coli RNAP inhibitors, biochemical; DNA-directed RNA polymerase subunit beta (Escherichia coli (strain K12)), P0A8V2; E. coli RNA polymerase, fluorescence transcription assay; inhibition, %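 (tested at 10 µM)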; 62,000 compounds, 0.2% hits; AID 559, 2006; in the data active means inhibition above about 20%;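 further: 0% = enzyme without compound and 100% = no enzyme blank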
HEK293 NFkB inh: inhibitors of PMA/ionomycin-induced NF-kB reporter, primary screen, antigen receptor NF-kB inhibitor project, cell-based, HEK-293 luciferase reporter, luminescence; 62,000 compounds, 0.21% hits; inhibition, % at 3 µM; HEK-293 NF-kB luciferase reporter;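 active means inhibition above the mean of all tested compounds plus 3 SD, cut at about 40% in these data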;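 further: 0% = stimulated DMSO wells and 100% = 10 µM reference inhibitor 5653914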
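Reagent: PMA plus ionomycin mix as NF-kB-activating stimulus. Assay system: NF-kB luciferase reporter HEK-293 cells. Technique: luminescence from luciferase substrate reagent. Incubation: 1 h compound pre-incubation, 16 h PMA/ionomycin at 37 °C. Benchmarks: DMSO only as uninhibited control, 10 µM reference inhibitor as full inhibition. Repeats: tested once.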
The depositor's hits bear a star; · = not tested or not shown.

structure	D1 allo mod	Jurkat viability	S1P3 agonist	M1 antag	M1 ag	TNAP act DEA	S1P1 ag pot	Ec RNAP inh	HEK293 NFkB inh
CC(C)(C)c1ccc(C(=O)N2CCC(C(=O)NCC3CCCO3)CC2)cc1 (configuration not stated)	0.0436	-3.4	-0.3	·	·	1	12.7	7.8	-24.4
CCN(C(=O)c1coc(=O)c2ccccc12)c1cc(OC)ccc1OC	0.373	-1.1	-0.1	·	·	0.8	-27.6	5.6	-1.7
CCCC(C)(C)NC(=O)CCCCC(=O)NC(C)(C)CCC	0.611	3.9	-1.8	0.303	0.19	0.9	-6.0	8.4	19.5
N#CCCn1c(Cl)nc2ccccc21	-0.403	-6.6	0.2	-1.66	-0.17	0.9	-14.5	12.3	2.8
CCCNc1ncnc2nc[nH]c12	·	-5.2	-1.4	0.0299	-0.387	1	13.0	2.6	-7.5
CCOc1ccc(C(C#N)N2CCOCC2)cc1OC (configuration not stated)	·	-1.8	0.0	-0.709	0.247	1	-8.3	3.8	6.7
CCCOc1ccccc1Nc1nnc(C)c(=O)[nH]1	-0.129	4.6	0.3	-0.279	-0.201	1	-10.0	2.8	8.8
Oc1ccc(-c2nc3ncccn3c2Nc2ccc3c(c2)OCCO3)cc1	0.0197	·	·	0.00934	0	0.9	·	6.5	12.0
Cc1onc(-c2ccccc2Cl)c1C(=O)OCC(=O)Nc1ccc2c(c1)OCO2	0.437	-2.8	-1.0	0.00627	-0.123	1	3.9	·	-3.5
CON(C)c1nc(Oc2ccc(=O)[nH]n2)nc(N(C)C)n1	-0.506	-2.5	-0.6	-0.155	-0.273	1	-11.2	-2.7	9.7
COC(=O)c1ccc(-c2nc3ccccc3o2)cc1	-0.885	-6.0	0.6	-1.44	0.0467	0.9	-13.4	-9.9	-20.6
CC(C)(C)OC(=O)N1CCNc2ccccc2C1	0.738	8.2	2.0	-0.0123	-0.361	1	-31.3	3.4	5.9
CC(C)(C)n1nnnc1C(c1ccncc1)N1CCCCCC1 (configuration not stated)	-1.64	-6.3	0.8	0.802	0.751	0.9	-1.1	3.5	20.7
COc1cccc(C(=O)OCn2nnc3ccccc3c2=O)c1	0.0157	·	·	-0.135	2.21*	0.9	·	-12.5	7.0
Cc1onc(-c2ccccc2)c1C(=O)Nc1sc2c(c1C#N)CCC(C)C2 (configuration not stated)	1.34	·	·	0.312	-1.25	1.1	·	3.0	·
C=CCn1c(SCC(=O)Nc2cc(C)nn2-c2ccccc2)nnc1C1CCCCC1	-0.0283	·	·	0.00907	-0.541	0.9	·	5.1	23.2
CC(C)(C)c1nc2ccccc2c2nnc(SCC(=O)NCc3ccco3)n12	-0.352	-1.2	0.0	0.856	0.0759	1	6.9	1.2	18.8
CCOC(=O)c1ccc(N=C2NC(=O)CS2)cc1	-0.0613	-5.2	-0.3	-0.0896	2.36	1	-4.4	6.8	7.4
COc1ccc(N(CC(=O)Nc2cc(OC)ccc2OC)S(C)(=O)=O)cc1	3.66	-9.7	-0.5	·	·	0.9	-53.3	5.1	6.6
Cc1cc(C)n(CCOc2ccc(Cl)cc2Cl)n1	0.456	3.6	-0.2	-0.0417	-0.455	0.9	15.7	·	-2.9
O=C(NC1CCCC1)c1csc2c1CCCC2	1.25	2.0	-1.1	0.437	0.542	1	-5.1	7.2	11.3
CC1CCC/C(=C\Nc2ccc3c(c2)OCO3)C1=O (configuration not stated)	-1.19	4.3	-0.3	1.5	-2.48	0.8	-17.7	5.2	-15.3
O=C(CN(C(=O)CNS(=O)(=O)c1ccccc1)C1CCCC1)NCc1ccco1	·	-7.0	-1.2	·	·	1	5.2	-0.4	19.6
CCOC(=O)N(C)OC(=O)Nc1ccc(Cl)c(Cl)c1	0.24	-7.7	-0.6	-1.01	-1.44	0.9	-21.2	8.8	1.2
Brc1cccc(-c2nnco2)c1	0.147	-7.5	1.0	0.415	-0.766	0.9	-8.3	5.5	12.2
CS(=O)(=O)Nc1ccc(C(=O)NC2CCCC2)cc1	·	2.7	-0.7	0.592	0.548	1	16.7	-0.1	4.3
CC(C)CNC(=O)c1cccc(NC(=O)c2ccc(NC(=O)c3ccco3)cc2)c1	-0.422	0.6	-0.9	1.44*	0.603	0.9	18.8	8.4	2.2
Cn1cc(CC(=O)NCCCN2CCCC2=O)c2ccccc21	-0.0873	-5.8	0.2	0.000932	0.858	1	9.3	-2.3	7.8
CS(=O)(=O)N(Cc1ccccc1)c1ccc(C(=O)N2CCOCC2)cc1	-0.867	-1.4	-0.4	0.454	-0.632	0.9	·	-2.9	2.0
COc1ccc(CCC(=O)Nc2ccc(Br)cn2)cc1	0.484	6.3	-1.0	-0.0157	0.837	0.8	28.0	·	9.3
COc1ccc(C2CC(C(F)(F)F)n3ncc(C(=O)Nc4cccc(O)c4)c3N2)cc1OC (configuration not stated)	·	·	-0.5	-0.041	0.0114	0.9	-42.5	11.2	·
CCOC(=O)c1[nH]c(C)c(C(=O)NCc2ccc(Cl)cc2)c1C	1.71	-2.7	0.1	0.501	0.0897	1	8.7	2.2	7.9
Cc1cc(N2CCN(C(=O)c3ccco3)CC2)n2nc(-c3cccc(F)c3)cc2n1	-0.133	-7.8	0.7	-0.799	2.89*	0.9	-0.8	9.3	10.3
CC(CN(C)Cc1ccccc1)OC(=O)c1ccc2c(c1)OCCO2 (configuration not stated)	-0.0385	·	·	-3.19*	0.612	0.9	·	7.3	11.3
CCNC(=O)C1CC(=O)N(c2ccc(OCC)cc2)C1 (configuration not stated)	0.0718	-4.1	0.6	0.0374	-0.35	0.9	-1.5	7.7	-5.6
CC1CCCC(C)N1C(=O)CSc1nnc(CSc2ncccn2)n1C (configuration not stated)	0.386	-1.2	-1.1	0.789	-1.25	1	7.0	4.0	24.2
CCOc1cc(C)nc(NCCc2ccc(OC)c(OC)c2)n1	0.502	0.3	-0.9	0.199	0.0402	0.9	-10.4	3.1	-7.3
O=C(NCc1ccco1)c1ccc2c(c1)N(Cc1ccccc1)C(=O)CS2=O (configuration not stated)	0.00121	-2.4	-0.5	-1.76	-0.695	1	-5.0	3.1	-8.7
CC(=O)c1ccc(NS(=O)(=O)c2ccccc2)cc1	-0.0536	-6.9	-0.6	-1.01	0.0851	0.9	-29.0	3.5	13.6
Cc1c(C2(O)C(=O)Nc3ccc(F)cc32)c(=O)n(-c2ccccc2)n1C (configuration not stated)	-0.39	-1.5	0.3	-0.0708	0.339	0.9	·	7.2	-1.4
CCC1SC2=NC(C)=C(C(=O)OC)C(c3ccc(C)cc3)N2C1=O (configuration not stated)	-0.0233	-3.3	0.2	-0.38	-0.726	0.8	-18.3	-2.0	6.5
COc1ccc(-c2nc3cc(NC(=O)c4ccc5c(c4)OCO5)ccc3o2)cc1	0.389	-2.5	-1.2	0.592	0.292	0.9	12.2	-0.5	5.2
O=C(CNC(=O)Cn1ccc2ccccc2c1=O)NCCCN1CCCCCC1	-0.0376	·	·	-0.386	-0.00698	1	·	6.6	-0.7
CCCc1c(O)nc(SCC(=O)NCCc2ccc(OC)c(OC)c2)[nH]c1=O	-1.07	5.8	-0.2	-0.811	-0.0162	1	-4.8	5.5	15.3
O=C(c1cc(S(=O)(=O)N2CCCCC2)ccc1F)N1CCCCC1	-0.143	2.3	1.0	0.208	0.464	0.9	8.1	6.3	9.0

3 entries from above, with two lines to a compound.
Results follow in this order: D1 allo mod | Jurkat viability | S1P3 agonist | M1 antag | M1 ag | TNAP act DEA | S1P1 ag pot | Ec RNAP inh | HEK293 NFkB inh
> COc1ccc(-c2nc3cc(NC(=O)c4ccc5c(c4)OCO5)ccc3o2)cc1
→ 0.389 | -2.5 | -1.2 | 0.592 | 0.292 | 0.9 | 12.2 | -0.5 | 5.2
> O=C(CNC(=O)Cn1ccc2ccccc2c1=O)NCCCN1CCCCCC1
→ -0.0376 | · | · | -0.386 | -0.00698 | 1 | · | 6.6 | -0.7
> CCCc1c(O)nc(SCC(=O)NCCc2ccc(OC)c(OC)c2)[nH]c1=O
→ -1.07 | 5.8 | -0.2 | -0.811 | -0.0162 | 1 | -4.8 | 5.5 | 15.3

(continued)
SMILES,D1 allo mod,Jurkat viability,S1P3 agonist,M1 antag,M1 ag,TNAP act DEA,S1P1 ag pot,Ec RNAP inh,HEK293 NFkB inh
CC(Oc1ccc(Br)cc1)C(=O)N1CCc2ccccc21 (configuration not stated),1.81,-5.0,1.3,-0.044,0.0821,0.9,20.1,-9.2,0.7
O=C(C1Cc2ccccc2CN1S(=O)(=O)c1cccs1)N1CCCCCC1 (configuration not stated),·,2.8,0.0,·,·,0.9,2.1,3.2,13.6
CSc1ccc(S(=O)(=O)Nc2ccc(N3CCOCC3)c(Cl)c2)cc1,-0.244,2.7,-1.0,-0.214,-1.16,0.9,·,11.0,18.1
CCOC(=O)CN1C(=O)C(=O)c2cccc(C)c21,-0.0156,-0.5,-0.5,0.00839,0.0384,0.8,-7.2,3.4,19.7
CC1NC(=O)NC1CCCCC(=O)O (configuration not stated),·,-5.7,-0.8,0.323,0.027,0.9,-5.1,7.8,14.1
Nc1nc2c(s1)CCc1c-2cnn1-c1ccccc1,0.184,32.2,-0.5,1.15,-0.2,0.9,2.4,4.3,-29.5
COc1ccccc1N1CCN(C(=O)CSc2nnc3n2C(C)(C)Cc2ccccc2-3)CC1,-2.81,60.5*,0.0,-0.938,3.56,0.9,52.5,5.8,17.9
C=CCOC(=O)C1=C(C)NC(SC)=C(C#N)C1c1ccc(OCC)cc1 (configuration not stated),·,0.3,-1.1,0.144,-0.0167,0.9,-9.2,-1.7,20.9
CCc1ccc(-c2cn(-c3nc(C)cc(C)n3)c(=N)o2)cc1,1.03,3.2,1.0,-0.979,-0.568,1,7.7,10.0,2.5
Cc1nn(C)c(C)c1S(=O)(=O)N1CCc2ccccc21,-0.68,1.5,-1.7,-1.18,0.242,1,-1.6,27.2*,-1.0

Screening results from PubChem BioAssay.
